CCT modulator – High-Throughput Screening for Modulators of Cytosolic Chaperonin Activity | purified chaperonin ATPase assay, HTRF ADP detection, 30 min | activity change, % (test concentration not listed), hits read low | hit rate 0.3% among 360,000; in the data active = activity change below about -30%; note: % is set by controls: 0 for no effect and ±100 for the full control effect
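ATPase activity: ADP formed was measured by HTRF Transcreener (665/615 nm ratio) after 30 min at 37 deg C with 10 uM ATP. Compounds screened at one 76 uM concentration against 40 or 20 nM TRiC in Tris pH 7.4/KCl/MgCl2/DTT buffer.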
PI5P4K alpha inh – qHTS for Inhibitors of phosphatidylinositol 5-phosphate 4-kinase (PI5P4K); max response, %; PI5P4Kalpha enzyme, ADP-Glo luminescence, 60 min; active compounds read low; AID 652105, 2013; hit rate 1.2% among 330,000; active = max response of -50% or lower; inconclusive = between -30% and -50%; inactive = -30% or higher; note: value at the top dose of about 77 µM; % is set by controls: 0 for no effect and ±100 for the full control effect
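qHTS, 1536-well: enzyme/substrate mix, compound by pin tool, 5 microM ATP final; RT 60 min; ADP-Glo reagents 1 (45 min) then 2 (30 min); luminescence.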
PLK1 PBD block – qHTS for Inhibitors of PLK1-PDB (polo-like kinase 1 - polo-box domain): Primary Screen; Serine/threonine-protein kinase PLK1 (Homo sapiens), P53350; Plk1 PBD binding of FITC phosphopeptide, fluorescence polarization; Potency, µM, without a hit: max response, negative = inhibition, actives largely listed as inhibitors; hit rate 2.8% among 360,000; AID 720504, 2013; note: potency is the fitted concentration of half-maximal effect; series mostly up to about 57 µM; % is set by controls: 0 for no effect and ±100 for the full control effect; nearly all actives have a fitted effect of over 65% in size
EPAC2 antagonist – qHTS for Antagonist of cAMP-regulated guanine nucleotide exchange factor 2 (EPAC2): primary screen; Rap guanine nucleotide exchange factor 4 (Homo sapiens), Q8WZA2; EPAC2 GEF exchange of Rap1B-BODIPY-GDP, fluorescence; Potency, µM (doses to about 114 µM), for the others: at the highest dose activity, negative = inhibition, actives largely listed as inhibitors; hit rate 0.18% among 360,000; AID 720708, 2013; note: potency is the fitted concentration of half-maximal effect; % is set by controls: 0 for no effect and ±100 for the full control effect; nearly all actives have a fitted effect of over 45% in size; many of its hits are not listed in these tables
WRN inhibitor – qHTS for Inhibitors of WRN Helicase | WRN helicase unwinding, fluorescent forked duplex, kinetic | Potency, µM (series often up to 114 µM), for inactives: at the highest dose activity change, negative = inhibition, usual class: inhibitors | hit rate 0.46% among 360,000 | AID 651768, 2012; note: potency is the fitted concentration of half-maximal effect; % is set by controls: 0 for no effect and ±100 for the full control effect; nearly all actives have a fitted effect of over 55% in size
Target sequence (Q14191 whole entry, looked up): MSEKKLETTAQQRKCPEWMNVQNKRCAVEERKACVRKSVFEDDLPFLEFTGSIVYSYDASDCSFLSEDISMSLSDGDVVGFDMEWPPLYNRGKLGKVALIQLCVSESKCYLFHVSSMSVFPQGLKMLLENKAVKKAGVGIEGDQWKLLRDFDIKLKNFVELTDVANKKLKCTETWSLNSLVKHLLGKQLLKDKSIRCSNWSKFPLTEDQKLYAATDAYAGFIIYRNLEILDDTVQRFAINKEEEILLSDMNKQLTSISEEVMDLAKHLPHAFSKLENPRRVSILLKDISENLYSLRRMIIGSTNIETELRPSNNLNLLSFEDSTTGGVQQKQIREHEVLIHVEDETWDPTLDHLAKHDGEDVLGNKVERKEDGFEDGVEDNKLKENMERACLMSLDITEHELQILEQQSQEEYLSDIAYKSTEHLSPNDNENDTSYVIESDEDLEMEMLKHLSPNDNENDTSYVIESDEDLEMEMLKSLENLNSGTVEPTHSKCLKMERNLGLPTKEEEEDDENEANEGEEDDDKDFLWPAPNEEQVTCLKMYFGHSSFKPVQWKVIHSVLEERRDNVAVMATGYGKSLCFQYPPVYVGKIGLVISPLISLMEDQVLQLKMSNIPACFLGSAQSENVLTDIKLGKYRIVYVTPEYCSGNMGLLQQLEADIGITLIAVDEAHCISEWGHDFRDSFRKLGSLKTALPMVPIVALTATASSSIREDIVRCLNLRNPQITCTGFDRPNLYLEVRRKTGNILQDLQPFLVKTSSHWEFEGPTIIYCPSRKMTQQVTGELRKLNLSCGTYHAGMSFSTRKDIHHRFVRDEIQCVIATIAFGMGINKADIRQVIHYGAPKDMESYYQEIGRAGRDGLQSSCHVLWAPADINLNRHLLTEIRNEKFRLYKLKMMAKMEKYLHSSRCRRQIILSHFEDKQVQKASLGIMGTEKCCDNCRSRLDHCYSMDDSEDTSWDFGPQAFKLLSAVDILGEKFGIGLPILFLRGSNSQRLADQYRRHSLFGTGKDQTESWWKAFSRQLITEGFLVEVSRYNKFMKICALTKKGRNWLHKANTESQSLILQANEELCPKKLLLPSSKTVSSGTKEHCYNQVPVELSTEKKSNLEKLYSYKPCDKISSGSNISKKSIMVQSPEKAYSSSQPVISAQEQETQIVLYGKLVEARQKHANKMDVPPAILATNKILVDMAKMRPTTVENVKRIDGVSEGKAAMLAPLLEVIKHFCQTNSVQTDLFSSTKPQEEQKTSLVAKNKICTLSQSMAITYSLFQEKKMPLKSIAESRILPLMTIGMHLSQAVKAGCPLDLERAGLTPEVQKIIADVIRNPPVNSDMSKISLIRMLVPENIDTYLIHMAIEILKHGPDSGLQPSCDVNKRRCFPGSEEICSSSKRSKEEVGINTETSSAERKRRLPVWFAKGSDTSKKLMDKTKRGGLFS
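WRN at 20 nM final was preincubated with compound for 15 min at room temperature; reaction started with 100 nM forked duplex oligonucleotide carrying fluorophore and quencher plus 2 mM ATP (final). Unwinding followed kinetically by red fluorescence (ex 525/em 598 nm).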
EPAC1 agonist – qHTS for Agonist of cAMP-regulated guanine nucleotide exchange factor 3 (EPAC1): primary screen | Potency, µM (titrated, usually from 154 µM), inactives show at the top dose activation, most hits filed as activators | hit rate 0.073% among 360,000 | EPAC1 agonist qHTS, biochemical assay; response scale: 100% = response to 6.5 mM cAMP | Rap guanine nucleotide exchange factor 3 (Homo sapiens), O95398; note: potency is the fitted concentration of half-maximal effect; nearly all actives have a fitted effect of over 60% in size
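Multi-concentration qHTS readout: loss of Rap1B-bound BODIPY-GDP fluorescence driven by 100 nM EPAC1 with excess GDP (50 uM), monitored kinetically at room temperature; agonist response expressed relative to 6.5 mM cAMP.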
EPAC1 antag – qHTS for Antagonist of cAMP-regulated guanine nucleotide exchange factor 3 (EPAC1): primary screen; Rap guanine nucleotide exchange factor 3 (Homo sapiens), O95398; EPAC1 GEF assay, Rap1b-BODIPY-GDP exchange fluorescence; Potency, µM (highest dose often 115 µM), without a hit: top-dose activity change, negative = inhibition, hits mostly inhibitors; hit rate 0.14% among 360,000;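 note: potency is the fitted concentration of half-maximal effect; plate controls were vehicle for no effect and positive control for full effect; nearly all actives have a fitted effect of over 50% in size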
MmCpn inh – Inhibitors of TCP-1 ring complex (TRiC) of Methanococcus maripaludis (MmCpn): qHTS; purified Mm-Cpn ATPase, ADP Transcreener TR-FRET; Potency, µM (doses to about 76.9 µM), for inactives: at the highest dose activity, negative = inhibition, most hits filed as inhibitors; AID 504842, 2011; hit rate 0.031% among 330,000; note: potency is the fitted concentration of half-maximal effect; % is set by controls: 0 for no effect and ±100 for the full control effect; nearly all actives have a fitted effect of over 80% in size
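Compound-treated chaperonin, 25 nM final, turns over 10 uM ATP at 37°C for 30 min following a 10 min preincubation; ADP generated competes with ADP-d2 for Eu-cryptate antibody, lowering FRET.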
Starred values were filed as active, the others as inactive; & = joins results of further samples; [ ] = remark or other dose. Unless noted, calls come from the whole dose curve; as a rule, active = well fitted curve in the direction sought with a large enough effect; inconclusive = small, poorly fitted or top-dose-only effect, or another doubt; inactive = no such curve, though single readings can be large; an effect the other way counts as inactive or inconclusive. A portion of the library, so the mix of outcomes need not match the whole.

A first look:
COc1ccccc1C(CNC(=O)C(CCSC)NS(=O)(=O)c1ccccc1F)N1CCCC1 (centres undefined) was read as CCT modulator -0.6, PI5P4K alpha inh -1, PLK1 PBD block -17%, EPAC2 antagonist 3%, WRN inhibitor -17%, EPAC1 agonist 8%, EPAC1 antag 14% and MmCpn inh 0%.
`O=C(CSc1nc2ccccc2s1)NCc1ccc2c(c1)OCO2` gave CCT modulator -1.7, PI5P4K alpha inh 5, PLK1 PBD block inconclusive, EPAC2 antagonist 7%, WRN inhibitor 10%, EPAC1 agonist -4%, EPAC1 antag -17% and MmCpn inh -1%.

Results, previewed entries included:
COc1ccccc1C(CNC(=O)C(CCSC)NS(=O)(=O)c1ccccc1F)N1CCCC1 (centres undefined) was read as CCT modulator -0.6, PI5P4K alpha inh -1, PLK1 PBD block -17%, EPAC2 antagonist 3%, WRN inhibitor -17%, EPAC1 agonist 8%, EPAC1 antag 14% and MmCpn inh 0%.
`O=C(CSc1nc2ccccc2s1)NCc1ccc2c(c1)OCO2` gave CCT modulator -1.7, PI5P4K alpha inh 5, PLK1 PBD block inconclusive, EPAC2 antagonist 7%, WRN inhibitor 10%, EPAC1 agonist -4%, EPAC1 antag -17% and MmCpn inh -1%.
COc1ccc(S(=O)(=O)Cc2ccccc2)cc1N was read as CCT modulator 2.5, PLK1 PBD block 0%, EPAC2 antagonist 7%, WRN inhibitor -14%, EPAC1 agonist -3%, EPAC1 antag 4% and MmCpn inh 1%.
`O=C(C[C@H]1C/C=C\C[C@@H](Cc2ccc(F)cc2)C(=O)O[C@H](c2ccccc2)CNC1=O)NCCO` gave CCT modulator -6.4, PI5P4K alpha inh -1, PLK1 PBD block -12%, EPAC2 antagonist -5%, WRN inhibitor -1%, EPAC1 agonist -10%, EPAC1 antag 8% and MmCpn inh 1%.
COc1cccc(CN2CCC(Oc3ccc(C(=O)NCc4ccccn4)cc3)CC2)c1O was read as CCT modulator 1.1, PI5P4K alpha inh 1, PLK1 PBD block -10%, EPAC2 antagonist 4%, WRN inhibitor 1%, EPAC1 agonist 3%, EPAC1 antag 7% and MmCpn inh 1%.
COc1ccc(S(=O)(=O)NCc2cccnc2)cc1C(=O)NC1CCCCC1 was read as CCT modulator 1.3, PI5P4K alpha inh -4, PLK1 PBD block 1%, EPAC2 antagonist 17%, WRN inhibitor -3%, EPAC1 agonist 1%, EPAC1 antag 7% and MmCpn inh 3%.
`COc1ccccc1[C@@H]1C(c2ccc(F)cc2)=NN(c2ccccc2)[C@H]1C(=O)N1CCOC1=O` gave CCT modulator -0.4, PI5P4K alpha inh 18, PLK1 PBD block -5%, EPAC2 antagonist -3%, WRN inhibitor -2%, EPAC1 agonist -6%, EPAC1 antag -10% and MmCpn inh -5%.
Screening Cc1ccc(CN2CC(C(=O)N3CCN(S(=O)(=O)c4cccc(F)c4)CC3)CC2=O)cc1 (centres undefined) returned CCT modulator 1.3, PI5P4K alpha inh 1, PLK1 PBD block -3%, EPAC2 antagonist -12%, WRN inhibitor -14%, EPAC1 agonist -27%, EPAC1 antag -27% and MmCpn inh -2%.
`Cc1ccc(SCC(=O)NNC(=O)c2ccc(S(C)(=O)=O)cc2)cc1` gave CCT modulator -5.1, PI5P4K alpha inh -4, PLK1 PBD block -14%, EPAC2 antagonist 7%, WRN inhibitor 3%, EPAC1 agonist -3%, EPAC1 antag -17% and MmCpn inh -1%.
Screening COc1ccc([N+](=O)[O-])cc1NC(=O)CCSCCc1ccccn1 returned CCT modulator -0.1, PI5P4K alpha inh -5, PLK1 PBD block -2%, EPAC2 antagonist 4%, WRN inhibitor 3%, EPAC1 agonist 1%, EPAC1 antag 6% and MmCpn inh 0%.
Screening O=C(Nc1ccccc1C(=O)N1CCCCC1)C1CCCCC1 returned CCT modulator -0.6, PLK1 PBD block -2%, EPAC2 antagonist 1%, WRN inhibitor 12%, EPAC1 agonist -8%, EPAC1 antag 6% and MmCpn inh -1%.
`O=C(c1ccccc1)c1ccccc1C(=O)c1ccccc1` gave CCT modulator -0.3&-1.9, PI5P4K alpha inh 12&4, PLK1 PBD block 2%&1%, EPAC2 antagonist -22%&-12%, WRN inhibitor -2%&-3%, EPAC1 agonist 5%&12%, EPAC1 antag -10%&-5% and MmCpn inh 0%&3%.
O=C(OCC(=O)N1CCCc2ccccc21)c1cccc(S(=O)(=O)N2CCOCC2)c1 was read as CCT modulator 0.1, PI5P4K alpha inh 1, PLK1 PBD block -2%, EPAC2 antagonist -27%, WRN inhibitor -1%, EPAC1 agonist inconclusive, EPAC1 antag -6% and MmCpn inh 0%.
Screening Cc1ccc(CCNC(=O)C2CCN(S(=O)(=O)c3ccc4nc5c(c(C(=O)O)c4c3)CCCC5)CC2)cc1 returned CCT modulator 1.3, PI5P4K alpha inh 0, PLK1 PBD block -7%, EPAC2 antagonist -1%, WRN inhibitor -14%, EPAC1 agonist 8%, EPAC1 antag 8% and MmCpn inh 0%.
For Cc1ccc(S(=O)(=O)n2c([N+](=O)[O-])cnc2C)cc1C the results were CCT modulator -27, PI5P4K alpha inh -2, PLK1 PBD block -10%, EPAC2 antagonist 2%, WRN inhibitor -4%, EPAC1 agonist 3%, EPAC1 antag -9% and MmCpn inh 2%.
`COc1cc(-c2nnc(NC(=O)CS(=O)(=O)c3ccc(C)cc3)o2)cc(OC)c1OC` gave CCT modulator 0.4, PI5P4K alpha inh -6, PLK1 PBD block 1%, EPAC2 antagonist 13%, WRN inhibitor -13%, EPAC1 agonist -5%, EPAC1 antag 2% and MmCpn inh 0%.
For COC(=O)c1[nH]c(C)c(/C(O)=C2\C(=O)C(=O)N(CCN3CCOCC3)C2c2ccco2)c1C (centres undefined) the results were CCT modulator -2.3, PI5P4K alpha inh 7, PLK1 PBD block 2%, EPAC2 antagonist 13%, WRN inhibitor -13%, EPAC1 agonist 1%, EPAC1 antag 13% and MmCpn inh -1%.
Screening COc1ccc(S(=O)(=O)N2CCOC23CCN(C(=O)c2ccccc2Br)CC3)cc1 returned CCT modulator -0.9, PI5P4K alpha inh 6, PLK1 PBD block -8%, EPAC2 antagonist -4%, WRN inhibitor -4%, EPAC1 agonist 12%, EPAC1 antag -2% and MmCpn inh 2%.
For CCOc1ncccc1C(=O)Nc1ccc(S(=O)(=O)NC2=NCCCCC2)cc1 the results were CCT modulator -1.9, PI5P4K alpha inh -6, PLK1 PBD block -8%, EPAC2 antagonist 1%, WRN inhibitor -28%, EPAC1 agonist 8%, EPAC1 antag 16% and MmCpn inh 1%.
CC12CCC(=O)N1C(C(=O)OCC(=O)Nc1cccc(S(=O)(=O)N3CCCCCC3)c1)CS2 (centres undefined) was read as CCT modulator -2.2, PI5P4K alpha inh 0, PLK1 PBD block 1%, EPAC2 antagonist 9%, WRN inhibitor -4%, EPAC1 agonist -5%, EPAC1 antag -2% and MmCpn inh 2%.
For c1ccc(CCNCc2cccs2)nc1 the results were CCT modulator -2.8, PI5P4K alpha inh -4, PLK1 PBD block -9%, EPAC2 antagonist -6%, WRN inhibitor -29%, EPAC1 agonist 4% and EPAC1 antag -3%.
For Cc1ccc(NC(=O)CCc2nc3sc4c(c3c(=O)[nH]2)CCCC4)c(Br)c1 the results were CCT modulator -0.3, PI5P4K alpha inh -66*, PLK1 PBD block -12%, EPAC2 antagonist 19%, WRN inhibitor inconclusive, EPAC1 agonist -12%, EPAC1 antag -10% and MmCpn inh -9%.
COC(=O)c1cccc(S(=O)(=O)N2CCCC2)c1 was read as CCT modulator 2.2, PI5P4K alpha inh 3, PLK1 PBD block 2%, EPAC2 antagonist -4%, WRN inhibitor -11%[57.1 µM], EPAC1 agonist 3%, EPAC1 antag 7% and MmCpn inh 3%.
`Cc1ccccc1C(=O)NNS(=O)(=O)c1cccc([N+](=O)[O-])c1` gave CCT modulator 0.8, PI5P4K alpha inh 2, PLK1 PBD block 6%, EPAC2 antagonist 0%, WRN inhibitor 0%, EPAC1 agonist -4%, EPAC1 antag -4% and MmCpn inh 2%.
`O=C(COC(=O)/C=C/c1cccc(Br)c1)NCCC1=CCCCC1` gave CCT modulator 1.1, PI5P4K alpha inh 2, PLK1 PBD block -4%, EPAC2 antagonist 8%, WRN inhibitor 7%, EPAC1 agonist -9%, EPAC1 antag 4% and MmCpn inh 1%.
COc1ccc(Cn2nnc3c(=O)[nH]c(C(=O)NCCc4ccc(F)cc4)nc32)cc1OC was read as CCT modulator -4.2, PI5P4K alpha inh -6, PLK1 PBD block inconclusive, EPAC2 antagonist 5%, WRN inhibitor -3%, EPAC1 agonist -17%, EPAC1 antag 0% and MmCpn inh 0%.
For Cc1cccc(C(=O)NC(=S)NNC(=O)Cc2ccccc2)c1 the results were CCT modulator -1.4, PI5P4K alpha inh -5, PLK1 PBD block -10%, EPAC2 antagonist 6%, WRN inhibitor 20%, EPAC1 agonist -9%, EPAC1 antag -13% and MmCpn inh -4%.
O=C(O)c1ccc(-n2cccc2)cc1O was read as CCT modulator -1.3, PI5P4K alpha inh -20, PLK1 PBD block -3%, EPAC2 antagonist 6%, WRN inhibitor -5%, EPAC1 agonist -9%, EPAC1 antag 12% and MmCpn inh 0%.
`Cc1nnc(SCC(=O)c2cc(C)n(-c3ccc4c(c3)OCO4)c2C)s1` gave CCT modulator -3.0, PLK1 PBD block -1%, EPAC2 antagonist -3%, WRN inhibitor -8%, EPAC1 agonist 19%, EPAC1 antag -3% and MmCpn inh 0%.
COc1cccc(C(=O)Nc2ccc(N(C)C)cc2)c1OC was read as CCT modulator -0.9, PI5P4K alpha inh -8, PLK1 PBD block -20%, EPAC2 antagonist 5%, WRN inhibitor 7%, EPAC1 agonist 4%, EPAC1 antag -3% and MmCpn inh inconclusive.
CC1CCCC(NC(=O)CN2C(=O)NC(c3ccccc3)(c3ccccc3)C2=O)C1C (centres undefined) was read as CCT modulator 3.9, PI5P4K alpha inh -3, PLK1 PBD block -12%, EPAC2 antagonist 2%, WRN inhibitor -31%, EPAC1 agonist -11%, EPAC1 antag -27% and MmCpn inh 1%.

Screens: PubChem, National Center for Advancing Translational Sciences (NCATS)
